dFosB act = activators of delta FosB homodimer, primary screen, biochemical, fluorescence polarization, TAMRA-CDK5 oligo, single point | Protein FosB (Mus musculus), P13346 | activation, % at 25 µM | AID 493131, 2011 | purified delta FosB; percent of positive-control signal above neutral wells | 340,000 compounds, 0.99% hits;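 active = mean activation above about 17%, with every replicate also reaching it, limit read from the data, passing the limit was not always enough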;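 note: fluorescence polarization rise as delta FosB binds a TAMRA Cdk5 AP-1 oligo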
Target sequence (P13346 whole entry, looked up): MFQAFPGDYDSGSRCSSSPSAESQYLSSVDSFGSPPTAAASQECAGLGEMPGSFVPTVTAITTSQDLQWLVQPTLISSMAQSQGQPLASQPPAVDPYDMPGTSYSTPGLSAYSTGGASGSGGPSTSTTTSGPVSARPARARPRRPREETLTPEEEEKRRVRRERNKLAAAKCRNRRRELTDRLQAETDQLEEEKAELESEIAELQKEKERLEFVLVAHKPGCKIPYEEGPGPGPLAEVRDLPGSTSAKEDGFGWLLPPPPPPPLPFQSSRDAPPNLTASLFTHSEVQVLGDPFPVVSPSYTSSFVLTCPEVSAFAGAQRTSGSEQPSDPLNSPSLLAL
PvdQ acylase = P. aeruginosa PvdQ acylase inhibitors, primary screen, biochemical, fluorescence, plate reader and imaging, single point; purified PvdQ acylase; inhibition, % at 10 µM; 340,000 compounds, 0.063% hits; AID 488965, 2010; in the data active = inhibition above about 30%, passing the limit was not always enough;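 note: 0% = vehicle neutral wells and 100% = reference inhibitor wells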
V-ATPase pHluor = regulators of yeast V-ATPase proton pumping, primary screen, pHLuorin cytosolic pH fluorescence. S. cerevisiae. response, % at 10 µM. 350,000 compounds, 0.37% hits; in the data active = response mostly above about 7.3%, no sharp cut-off; inactive = mostly below about 5.4%; note: actives read high; inactives centre near 0; some compounds called inactive have numbers as strong as hits; reference of the scale not given here
Wnt act = Wnt/beta-catenin pathway activators, primary screen, cell-based, plate reader, single point. activation, % at 9.35 µM. Wnt/beta-catenin reporter cell assay, activator. 300,000 compounds, 1.2% hits; in the data active = activation above about 30%, passing the limit was not always enough;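 note: 0% = neutral control wells and 100% = positive control wells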
HTR5A inv ctr = HTR5A inverse agonists in luminescence cell assay, primary screen, counter-screen for OPRM1-OPRD1 heterodimer inverse agonist project, full-deck HTS; 5-hydroxytryptamine receptor 5A (Homo sapiens), P47898; HTR5A cell line, inverse agonism; inhibition, % at 9.3 µM; 340,000 compounds, 0.083% hits; AID 504634, 2011; in the data active = inhibition mostly above about 23%, no sharp cut-off; inactive = mostly below about 18%;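 note: 0% = cells with DMSO and 100% = no-cell wells with DMSO; some compounds called inactive have numbers as strong as hits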
Target sequence (P47898 whole entry, looked up): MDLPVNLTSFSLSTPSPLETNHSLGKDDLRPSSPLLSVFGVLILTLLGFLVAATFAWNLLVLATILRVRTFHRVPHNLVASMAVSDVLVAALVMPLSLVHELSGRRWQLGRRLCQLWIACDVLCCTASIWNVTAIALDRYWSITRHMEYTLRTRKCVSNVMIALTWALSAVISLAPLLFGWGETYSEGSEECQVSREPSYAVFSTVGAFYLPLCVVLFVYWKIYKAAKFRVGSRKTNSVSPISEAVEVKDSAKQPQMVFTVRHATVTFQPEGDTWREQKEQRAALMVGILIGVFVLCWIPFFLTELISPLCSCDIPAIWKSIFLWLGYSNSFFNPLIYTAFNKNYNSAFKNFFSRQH
MITF act = activators of MITF-driven TRPM1 promoter reporter, primary screen, cell-based, SK-MEL-5, luciferase, single point | SK-MEL-5 TRPM1-promoter luciferase, 24 h; % of positive control, neutral wells = 0 | activation, % at 12.5 µM | 300,000 compounds, 0.75% hits;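 active = mean activation of at least 80% with every replicate also reaching 80%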;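 note: 0% = neutral control wells and 100% = parthenolide positive control wells; values of inactives mirror those of a sister screen read the other way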
NSD2 HMT inh = NSD2 histone methyltransferase inhibitors, primary screen, biochemical, AlphaScreen, single concentration, set 2; 310,000 compounds, 0.54% hits; inhibition, % at 12.5 µM; AID 743445, 2014; NSD2 peptide methylation, 120 min; in the data active = inhibition above about 50%
HTR5A ag = HTR5A agonists in luminescence cell assay, primary screen, counter-screen for OPRM1-OPRD1 heterodimer agonist project, full-deck HTS; activation, % at 9.3 µM; 340,000 compounds, 0.61% hits; cell-based; in the data active = activation mostly above about 9.5%, no sharp cut-off; inactive = mostly below about 7.6%;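 note: 0% = cells with vehicle only and 100% = reference agonist; strong numbers were not always called active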
CDK5 p35 inh = inhibitors of human CDK5/p35 kinase, primary screen, biochemical, single concentration; Recombinant CDK5/p35, ADP-Glo luminescence, 60 min; AID 488839, 2010; 330,000 compounds, 0.01% hits; Cyclin-dependent kinase 5 (Homo sapiens) + Cyclin-dependent kinase 5 activator 1 (Homo …; inhibition, % at 10 µM;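 active = highest replicate inhibition of at least 50% and at least 75% of replicates reaching 50%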;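 note: plate controls were DMSO neutral control for no effect and GW8510 at 10 µM for full effect; many of its hits are not listed in these tables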
SR-BI DiI inh = inhibitors of SR-BI mediated HDL lipid uptake, primary screen, ldlA[mSR-BI] cells, fluorescence, single point. AID 488896, 2010. ldlA[mSR-BI] CHO cells, DiI-HDL uptake fluorescence, 3 h. 320,000 compounds, 0.96% hits. inhibition, % at 12.5 µM. Scavenger receptor class B member 1 (Mus musculus), Q61009;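 active = mean replicate inhibition of at least 70% and a set share of replicates each scoring 70 or more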;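 note: 0% = median of neutral control wells and 100% = median of positive control wells; values of inactives mirror those of a sister screen read the other way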
* hit, by the source's call; x = no result given. Rows are unselected; overall some 5% were active at least once.

SMILES	dFosB act	PvdQ acylase	V-ATPase pHluor	Wnt act	HTR5A inv ctr	MITF act	NSD2 HMT inh	HTR5A ag	CDK5 p35 inh	SR-BI DiI inh
CSc1nccc(Oc2cccc(C#N)c2)n1	-3	-4	2	x	10	1	-4	-4	0.7	-8
COc1ccc(C(C[N+](=O)[O-])c2c(-c3ccccc3)cc3ccccn23)c(OC)c1 (centres undefined)	-10	-2	3	-3	-20	3	1	4	0.8	48
Cc1nnsc1C(=O)NC(=O)Nc1ccc(F)c(Cl)c1	-5	0	-2	0	-29	3	-1	9	0.7	0
CCN(CC)C(=O)CCS(=O)(=O)c1cccc2nonc12	0	7	-1	-2	6	8	21	-3	-0.1	-20
Cc1ccc(Cl)cc1NC(=O)NCc1cccnc1	0	-6	3	6	13	-3	1	1	0.4	9
Cc1ccc(C)c(NC(=O)CCn2nc(C)cc2C)c1	-4	-1	2	-1	-10	-7	-1	-2	-1.2	-5
CSCCC(C(=O)Nc1ccc2c(c1)OCO2)N1C(=O)c2ccccc2C1=O (centres undefined)	-9	-7	1	-2	-10	8	0	6	-0.2	9
O=C(NCc1ccco1)C(c1ccccc1)N(Cc1ccccc1)C(=O)Cn1nnc2ccccc21 (centres undefined)	-15	-10	1	-4	16	-14	-3	4	-2.1	-12
C=CCNC(=O)/C(=C/c1cn(-c2ccccc2)nc1-c1cccc([N+](=O)[O-])c1)NC(=O)c1ccccc1	19*	4	0	x	6	-10	2	-2	0.5	-18
O=C(CSc1nnc2c(n1)[nH]c1ccc(S(=O)(=O)N3CCOCC3)cc12)Nc1ccccc1Cl	26*	-6	1	-1	-9	-9	3	3	-0.1	15
O=C(O)c1ccc(Nc2nc(-c3cc4ccccc4oc3=O)cs2)cc1O	-18	-14	2	13	x	-3	1	x	0.2	-3
O=S(=O)(Nc1ccccn1)c1ccc(C(F)(F)F)cc1Cl	2	-18	-2	-4	6	9	0	5	0.6	9
CCOc1ccc(NC(=O)CN2CCC(n3cnc4cc(F)ccc43)CC2)cc1	-10	7	-4	-2	x	-8	-2	x	-0.6	37
COc1cccc(/C=N/NC(=O)CNC(=O)CCc2ccccc2)c1O	-2	-6	-4	-1	-13	-6	1	-2	-0.2	x
Cc1ccc(CNC(=O)Cc2nc3nc(C)cc(C)n3n2)cc1	-6	-12	1	x	-12	-9	-4	3	-0.1	-1
COc1cc(NC(=O)COC(=O)c2cc(S(=O)(=O)N3CCOCC3)ccc2F)cc(OC)c1	-12	15	-1	-3	-10	1	0	2	-2.0	-9
CSCCC(C(=O)N(C)CC(=O)Nc1cccc(F)c1)N1C(=O)c2ccccc2C1=O (centres undefined)	-8	-1	1	1	-12	-6	0	5	0.3	-14
Cc1ccc(SCC(=O)Nc2cccc(S(=O)(=O)N3CCOCC3)c2)cc1C	-9	-7	2	3	9	2	-1	-1	-0.4	31
Nc1nc(-c2cccnc2)nc(N2CCCCC2)n1	2	-20	4	x	11	0	7	0	-1.5	4
O=[N+]([O-])c1cc(C=Nc2ccc3ccccc3c2)ccc1Br	-1	-8	-3	6	7	0	0	2	-1.5	-18

Not a retest: an excerpt of the list.
SMILES	dFosB act	PvdQ acylase	V-ATPase pHluor	Wnt act	HTR5A inv ctr	MITF act	NSD2 HMT inh	HTR5A ag	CDK5 p35 inh	SR-BI DiI inh
Cc1nnsc1C(=O)NC(=O)Nc1ccc(F)c(Cl)c1	-5	0	-2	0	-29	3	-1	9	0.7	0
CCN(CC)C(=O)CCS(=O)(=O)c1cccc2nonc12	0	7	-1	-2	6	8	21	-3	-0.1	-20
Cc1ccc(Cl)cc1NC(=O)NCc1cccnc1	0	-6	3	6	13	-3	1	1	0.4	9
Cc1ccc(C)c(NC(=O)CCn2nc(C)cc2C)c1	-4	-1	2	-1	-10	-7	-1	-2	-1.2	-5
CSCCC(C(=O)Nc1ccc2c(c1)OCO2)N1C(=O)c2ccccc2C1=O (centres undefined)	-9	-7	1	-2	-10	8	0	6	-0.2	9
O=C(NCc1ccco1)C(c1ccccc1)N(Cc1ccccc1)C(=O)Cn1nnc2ccccc21 (centres undefined)	-15	-10	1	-4	16	-14	-3	4	-2.1	-12
C=CCNC(=O)/C(=C/c1cn(-c2ccccc2)nc1-c1cccc([N+](=O)[O-])c1)NC(=O)c1ccccc1	19*	4	0	x	6	-10	2	-2	0.5	-18
O=C(CSc1nnc2c(n1)[nH]c1ccc(S(=O)(=O)N3CCOCC3)cc12)Nc1ccccc1Cl	26*	-6	1	-1	-9	-9	3	3	-0.1	15
O=C(O)c1ccc(Nc2nc(-c3cc4ccccc4oc3=O)cs2)cc1O	-18	-14	2	13	x	-3	1	x	0.2	-3
O=S(=O)(Nc1ccccn1)c1ccc(C(F)(F)F)cc1Cl	2	-18	-2	-4	6	9	0	5	0.6	9
CCOc1ccc(NC(=O)CN2CCC(n3cnc4cc(F)ccc43)CC2)cc1	-10	7	-4	-2	x	-8	-2	x	-0.6	37
COc1cccc(/C=N/NC(=O)CNC(=O)CCc2ccccc2)c1O	-2	-6	-4	-1	-13	-6	1	-2	-0.2	x

The results go on:
SMILES	dFosB act	PvdQ acylase	V-ATPase pHluor	Wnt act	HTR5A inv ctr	MITF act	NSD2 HMT inh	HTR5A ag	CDK5 p35 inh	SR-BI DiI inh
Cc1nc(SCc2nc3c(C)cccc3[nH]2)c2oc3ccccc3c2n1	1	-1	5	-2	-28	-9	x	-1	0.3	20
COc1ccc(CN2CCNC(=O)C2CC(=O)NCC2CCOCC2)c(C)c1C (centres undefined)	-15	2	2	1	1	-6	-2	7	-0.7	-24
CCn1c(SCC(=O)N(C)C)nc2cc(S(=O)(=O)N3CCOCC3)ccc21	3	5	8	-3	-4	-3	1	1	0.8	2
Cc1nc(-c2ccc(C(=O)Nc3ccc(F)cc3)cc2)cs1	15	-10	-4	43*	-37	10	-3	13*	-2.7	10
CCCC[C@H]1COCCS(=O)(=O)N1Cc1ccc(F)cc1	-3	-4	1	-3	11	1	x	3	-4.1	-31
CCCCN(C)C(=S)Nc1ccc2nc(N3CCN(CC)CC3)cc(C)c2c1	-4	4	1	-1	1	2	x	5	0.7	x
CCOc1ccc(NC2=C(Cl)C(=O)N(C3CCCCC3)C2=O)cc1	-5	-10	-3	-1	-14	-15	-2	4	-0.7	27
N#C/C(=C(O)\C=C\c1ccccc1)c1nc2ccccc2[nH]1	3	-4	-6	13	-23	22	0	9	1.2	13
O=C(CN(C(=O)CCC(=O)Nc1ccccn1)C1CCCC1)NCc1ccccc1	-3	-6	2	3	3	-1	2	-1	0.8	x
CC(C)(C)c1ccccc1NC(=O)c1ccc(-n2cncn2)c([N+](=O)[O-])c1	-3	-3	0	0	7	2	-2	-2	-1.4	37
CCOc1ccc(N2CC(C(=O)Nc3nnc(CC)s3)CC2=O)cc1 (centres undefined)	-8	-12	-3	1	11	9	11	-4	-0.2	3
O=C(O)c1ccc(S(=O)(=O)N2CCN(c3ccccn3)CC2)cc1	4	-10	-1	1	0	14	5	0	0.5	6
Cc1cc(C)cc(NC(=O)N2CCCC2C(=O)NCc2ccco2)c1 (centres undefined)	5	-10	1	0	5	4	-8	-4	-1.5	-19
Cc1cccc(-c2nc3ccccc3c(=O)n2NC(=O)/C=C/c2ccc([N+](=O)[O-])cc2)c1	-11	-6	1	x	10	-8	1	-1	0.3	-6
O=C(c1ccc2c(c1)OCO2)N(Cc1cccs1)C1(C(=O)NC2CCCCC2)CCCCC1	-7	-13	1	x	3	-6	-1	-1	-1.4	54
CC(C)(C)c1ccc(C(=O)NNC(=O)Cc2cccc3ccccc23)cc1	3	-7	-1	x	-7	20	x	-1	-0.1	8
CC(C)Oc1ccc(C2CC(=O)N(C)C2=O)cc1 (centres undefined)	-5	-17	-4	1	-19	5	20	5	0.4	-14
CCOc1ccc(N(Cc2cc3cc(C)ccc3[nH]c2=O)C(=O)COC)cc1	-6	-11	-4	0	8	x	-2	-2	-1.1	24
COc1cc2nc(/C=C/c3ccc(N(C)C)cc3)sc2cc1SC	-7	-7	-8	-1	-31	5	-6	-2	-1.0	58
CCC(C)NS(=O)(=O)c1ccc(NC(=O)C2CCCO2)cc1 (centres undefined)	1	-13	0	0	-8	17	-2	3	-0.5	-20
COc1ccc(OC)c(NC(=O)COC(=O)CCCN2C(=O)c3ccccc3C2=O)c1	-12	0	0	-2	0	-8	0	4	0.0	-23
CC(C)C(NC(=O)c1cccnc1)C(=O)O (centres undefined)	-1	-9	-3	-2	4	2	-2	2	-7.4	-14
CCOC(=O)C1CCN(c2cc3c(cc2NC(=O)c2ccccc2Cl)n(C)c(=O)n3C)CC1	-6	-3	0	-1	-11	-7	5	3	0.8	x
Clc1cccc(Cl)c1/C=C/c1ccn[nH]1	-9	5	0	5	1	15	-1	0	1.6	-5
CSc1nnc(-c2ccccc2)o1	-3	3	0	x	21	33	-2	0	-0.5	10
Cc1cccc(C)c1NC(=O)C1=C(O)c2ccccc2N(C)S1(=O)=O	0	-24	2	-4	-14	0	6	-3	-8.3	-11
COc1ccc(Oc2cc(C)c3ccccc3n2)cc1	-3	1	3	x	-7	8	-3	3	-0.1	23
Cc1ccnc(N2C(=O)c3ccccc3C2Nc2ccc3c(c2)OCCO3)c1 (centres undefined)	-6	-8	-1	4	0	-6	x	0	0.5	-16
Cc1ccccc1NC(=O)Cn1nc(C)c2ccccc2c1=O	5	-14	1	-1	-2	x	-1	0	3.1	3
OC(CNc1nc2ccccc2s1)c1ccccc1 (centres undefined)	2	-6	0	x	-11	30	5	5	-1.6	19
Cc1nc2ccc3nc(NC(=O)c4ccco4)sc3c2s1	-18	-3	-1	x	-10	68	-1	0	-0.4	31
CCN(CC)N=Nc1ccc(S(N)(=O)=O)cc1	-5	-11	-1	-3	7	27	4	-1	1.1	-20
Cc1cc(C)c2sc(C)[n+](CCCS(=O)(=O)[O-])c2c1	-8	-6	4	1	9	-2	12	-3	-0.8	-8
CCc1n[nH]c(=S)n1/N=C/c1ccc(NC(C)=O)cc1	-2	-9	2	0	10	-1	x	-4	-2.3	3
O=C(NCC(=O)N1CCN(C/C=C/c2ccccc2)CC1)c1ccc(Br)cc1	-8	-8	-2	2	0	-7	3	0	1.5	52
O=C(CS(=O)(=O)c1ccc2ccccc2c1)N1CCCCCC1	6	-15	0	5	-1	-10	1	-3	-1.3	-10
O=C(COC(=O)c1cccc2ccccc12)Nc1cccnc1Cl	-12	-14	-1	8	-7	15	0	3	-0.6	16

Profiles, looked up by structure:
`CCN(CC)N=Nc1ccc(S(N)(=O)=O)cc1` is listed with dFosB act = -5; PvdQ acylase = -11; V-ATPase pHluor = -1; Wnt act = -3; HTR5A inv ctr = 7; MITF act = 27; NSD2 HMT inh = 4; HTR5A ag = -1; CDK5 p35 inh = 1.1; SR-BI DiI inh = -20
`Cc1ccccc1NC(=O)Cn1nc(C)c2ccccc2c1=O` is listed with dFosB act = 5; PvdQ acylase = -14; V-ATPase pHluor = 1; Wnt act = -1; HTR5A inv ctr = -2; MITF act = x; NSD2 HMT inh = -1; HTR5A ag = 0; CDK5 p35 inh = 3.1; SR-BI DiI inh = 3

Screening results: PubChem, several laboratories
